Screening data deposited in PubChem BioAssay by Broad Institute.
CAL PDZ FP-1 – inhibitors of human CAL PDZ peptide binding; AID 602252; purified CAL PDZ, TMR-peptide fluorescence polarization, 1 h; actives 0.92% (n = 300,000); inhibition, % at 24.9 µM; Q9HD26;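 active means mean inhibition of at least 30% with at least half of replicates also reaching 30%; inconclusive means no clear call, values can overlap the other calls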;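 further: 0% = DMSO neutral control and 100% = excess unlabeled competitor peptide PRC23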
PvdQ acylase – P. aeruginosa PvdQ acylase inhibition | AID 488965 | actives 0.063% (n = 340,000) | purified PvdQ acylase, fluorescence plate reader | inhibition, % at 10 µM; in the data active means inhibition above about 30%, passing the limit was not always enough; inconclusive means no clear call, values can overlap the other calls;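 further: 0% = vehicle neutral wells and 100% = reference inhibitor wells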
SR-BI HDL uptake – inhibitors of mouse SR-BI mediated HDL lipid uptake. Q61009. ldlA[mSR-BI] CHO cells, DiI-HDL uptake fluorescence, 3 h. inhibition, % at 12.5 µM. actives 0.96% (n = 320,000);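 active means mean replicate inhibition of at least 70% and a set share of replicates each scoring 70 or more; inconclusive means meets just one of the two criteria; inactive means fails both criteria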;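 further: 0% = median of neutral control wells and 100% = median of positive control wells; values of inactives mirror those of a sister screen read the other way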
NSD2 inh – NSD2 (human) methyltransferase inhibition; O96028; NSD2 peptide methylation, AlphaScreen, 120 min; inhibition, % at 12.5 µM; actives 0.54% (n = 310,000); in the data active means inhibition above about 50%
dFosB act – enhances mouse delta FosB homodimer DNA binding | P13346 | purified delta FosB, TAMRA-CDK5 oligo fluorescence polarization; percent of positive-control signal above neutral wells | activation, % at 25 µM | actives 0.99% (n = 340,000) | AID 493131;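 active means mean activation above about 17%, with every replicate also reaching it, limit read from the data, passing the limit was not always enough; inconclusive means only one of the two conditions met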;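 further: fluorescence polarization rise as delta FosB binds a TAMRA Cdk5 AP-1 oligo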
Target sequence (P13346 whole entry, looked up): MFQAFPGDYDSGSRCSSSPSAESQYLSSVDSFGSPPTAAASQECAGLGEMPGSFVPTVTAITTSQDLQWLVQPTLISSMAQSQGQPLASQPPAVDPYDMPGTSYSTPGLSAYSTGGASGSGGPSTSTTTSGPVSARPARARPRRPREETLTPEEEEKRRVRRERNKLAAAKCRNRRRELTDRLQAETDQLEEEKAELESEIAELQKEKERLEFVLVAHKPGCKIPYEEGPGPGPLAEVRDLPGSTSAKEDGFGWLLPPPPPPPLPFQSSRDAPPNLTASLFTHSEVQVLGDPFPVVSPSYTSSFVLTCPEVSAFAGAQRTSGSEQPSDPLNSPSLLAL
PfHsp90 yeast 2 – reduces growth (ATP signal) of yeast expressing P. falciparum Hsp90. S. cerevisiae expressing PfHsp90, BacTiter-Glo ATP, 48 h; yeast lacking PDR1 and PDR3 efflux regulators. inhibition, % at 9.4 µM. actives 0.32% (n = 310,000);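 active means every replicate shows inhibition above about 80%, whatever the replicate mean, limit read from the data; inconclusive means mean inhibition reaches the set limit but some replicate falls short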;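 further: 0% = DMSO neutral controls and 100% = 20 µM radicicol positive controls; yeast relying on Plasmodium falciparum Hsp90 in place of its own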
CAL PDZ FP-2 – human CAL PDZ-peptide interaction inhibition; purified CAL PDZ, TMR-peptide fluorescence polarization, 1 h; actives 0.02% (n = 330,000); inhibition, % at 20 µM; Q9HD26; AID 504414;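 active means highest replicate inhibition of at least 40%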;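 further: plate controls were DMSO neutral control wells for no effect and unlabeled competitor peptide control wells for full effect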
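Test system: purified CerCALP PDZ construct; Compound dosing: one concentration, 20 µM compound; Also added: TMR-labelled reporter peptide T*-PRC34 bound in PDZ groove; Read-out: inhibition from polarization loss; Controls: unlabelled peptide and DMSO controls; Signal: FP readout, S and P plane fluorescence; Incubation: 1 h at RT.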
SR-BI uptake up – activators of SR-BI mediated HDL lipid uptake. CHO ldlA[mSR-BI] cells, DiI-HDL uptake fluorescence, 3 h; 100 = double the neutral-control signal. activation, % at 12.5 µM. actives 0.096% (n = 320,000). AID 504775;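 active means mean replicate activation of at least 60% and every replicate at or above 60%; inconclusive means mean or all-replicate condition met, but not both; inactive means mean below 60% and not all replicates reaching 60%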;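 further: 0% = median plate neutral-control signal and 100% = twice that signal; values of inactives mirror those of a sister screen read the other way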
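System: CHO ldlA[mSR-BI] cells / Medium: HEPES-buffered (25 mM, pH 7.4) F12 plus 0.5% BSA / Probe or stimulus: labelled HDL, 10 µg/mL / Doses: single compound concentration, delivered by pin transfer / Schedule: 3 h, 37 °C / Measured by: DiI fluorescence, bottom read / Measure: cell-associated DiI fluorescence as measure of HDL uptake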
MITF TRPM1 HTS – MITF TRPM1 promoter activation in melanoma cells. SK-MEL-5 TRPM1-promoter luciferase, 24 h; % of positive control, neutral wells = 0. activation, % at 12.5 µM. actives 0.75% (n = 300,000). AID 588334;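 active means mean activation of at least 80% with every replicate also reaching 80%; inconclusive means mean reaches 80% but some replicate falls short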;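 further: 0% = neutral control wells and 100% = parthenolide positive control wells; values of inactives mirror those of a sister screen read the other way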
Rtt109 Vps75 – blocks Candida albicans Rtt109/Vps75 acetyltransferase activity; Q5AAJ8; purified Rtt109/Vps75, ThioGlo CoA-SH fluorescence, 4 h; inhibition, % at 34.9 µM; actives 0.16% (n = 330,000);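 active means inhibition of at least 50% in every replicate; inconclusive means best replicate reaches 50% inhibition but some replicates fall short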
Target sequence (Q5AAJ8 whole entry, looked up): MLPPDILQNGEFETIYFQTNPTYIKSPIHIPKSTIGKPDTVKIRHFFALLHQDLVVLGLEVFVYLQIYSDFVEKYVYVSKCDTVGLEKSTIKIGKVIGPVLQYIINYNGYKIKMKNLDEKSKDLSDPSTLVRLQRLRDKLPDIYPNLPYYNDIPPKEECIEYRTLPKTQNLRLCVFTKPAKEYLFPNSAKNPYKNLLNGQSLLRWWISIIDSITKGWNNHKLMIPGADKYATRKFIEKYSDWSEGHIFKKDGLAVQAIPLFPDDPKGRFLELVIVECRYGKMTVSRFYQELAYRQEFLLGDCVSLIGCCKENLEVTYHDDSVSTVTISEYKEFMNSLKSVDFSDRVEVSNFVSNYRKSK
Starred values were filed as active, the others as inactive; ? = inconclusive; nt = no result given; & = joins results of further samples.

SMILES	CAL PDZ FP-1	PvdQ acylase	SR-BI HDL uptake	NSD2 inh	dFosB act	PfHsp90 yeast 2	CAL PDZ FP-2	SR-BI uptake up	MITF TRPM1 HTS	Rtt109 Vps75
Cc1cc(C)cc(NC(=O)C(Sc2nnc(C)c(=O)[nH]2)c2ccccc2)c1 (configuration not stated)	-1	-8	-4	-3	-2	36	0.3	4	-6	18
CCOc1ccc(/C=C/C(=O)NCc2ccccc2)cc1	-2	-8	-5	-1	-3	-47	-1.2	5	7	0
COc1ccc(CNc2cc(C)nc3ccc(OC)cc23)cc1	-1	-14	nt	4	-6	2	-5.5	nt	-40	3
CCc1ccc(N(CC)c2ncnc3nc[nH]c23)cc1	nt	7	-4	nt	-13	14	-1.0	4	5	-17
CCCCCN(CCCCC)C(=O)C(CCC(=O)O)NC(=O)c1ccc(Cl)c(Cl)c1 (configuration not stated)	-9	-6	-16	nt	-9	-5	-0.8	16	-15	23
CCOC(=O)/C(C#N)=C/c1c(N2CCCCCC2)nc2ccccn2c1=O	-5	?	nt	29	-13	19	-3.0	nt	6	5
COC(=O)c1ccc(COc2ccccc2/C=N/NC(=O)c2cccnc2)cc1	nt	-6	16	-1	-34	-12	-8.2	-16	42	-6
O=S(=O)(c1cccc2nsnc12)N1CCOCC1	1	-9	22	-4	7	-21	-1.1	-22	-3	7
COC(=O)CNC(=O)CSc1ccccn1	8	4	-16	10	0	2	0.1	16	nt	15
O=C(NCC(=O)N(Cc1ccccc1)C(C(=O)NCC1CCCO1)c1ccccc1)c1ccco1 (configuration not stated)	2	4	nt	nt	1	19	-1.7	nt	nt	3
CSc1ccc(CCNC(=O)C2CCN(c3nnc(-n4cccc4)s3)CC2)cc1	-6	-9	18	nt	-6	-18	0.8	-18	-14	-10
COc1ccc(Cl)cc1C(=O)OCC(=O)N1CCCC(C)C1 (configuration not stated)	-8	-17	56	-4	-6	-18	-0.3	-56	-7	-2
Brc1ccc(-c2cnnc(N3CCCC3)n2)cc1	0	-1	-20	4	-26	nt	-3.9	20	8	-20
Cc1nonc1OCCNc1ccc([N+](=O)[O-])cc1[N+](=O)[O-]	-3	12	-6	4	0	-1	-0.3	6	-22	27
COc1ccc(CC(=O)Nc2cc(S(=O)(=O)N3CCOCC3)ccc2N2CCOCC2)cc1	13	-13	-12	-2	-7	-3	-2.1	12	-8	-16
CC(OC(=O)c1ccc(-n2cnnn2)cc1)C(=O)Nc1ccccc1[N+](=O)[O-] (configuration not stated)	nt	-7	40	-1	-11	3	-0.5	-40	-10	1
O=S(=O)(NCCSc1ccc(Cl)cc1)c1ccc2c(c1)OCCO2	1	-8	nt	1	-10	-11	-2.2	nt	-8	0
CCCCN(C)CCNC(=O)c1cn(C)c(=O)c2c1c1ccccc1n2C	nt	-27	-12	6	-6	26	0.0	12	13	-6
CC1CCN(C(=O)Cn2cc([N+](=O)[O-])ccc2=O)c2ccccc2S1 (configuration not stated)	nt	1	2	-2	0	nt	0.7	-2	8	3
CC(C)(CNS(=O)(=O)c1ccc2ccccc2c1)N1CCOCC1	-1	-29	-21	-4	-3	nt	0.6	21	-7	1
COc1ccc(C2CC(=O)n3nc(C45CC6CC(CC(C6)C4)C5)nc3S2)cc1OC (configuration not stated)	3	-15	-3	10	-2	2	-3.1	3	2	-6
CCc1[nH]c(C)c(C(C)=O)c1C	-3	2	4	-13	4	nt	-1.0	-4	nt	13
Cc1ccc2c(c1)N(CC(=O)N1CCCC1)C(=O)C(C)O2 (configuration not stated)	2	-8	4	-1	-9	5	-1.5	-4	nt	-5
CCc1cccc(Nc2c([N+](=O)[O-])cc(C(=O)N3CC(=O)Nc4ccccc43)cc2[N+](=O)[O-])c1	0	1	60	1	-3	9	-1.3	-60	16	23
COc1ccc(CN(C)C(=O)c2ccc(NS(=O)(=O)c3ccc(F)cc3)cc2)c(OC)c1	nt	-13	13	1	-23	1	-1.0	-13	-8	12
COc1ccc(-n2c(-c3ccccc3)nc(=S)c3c2CCCC3)cc1	-4	-16	-29	1	-4	16	-0.8	29	12	3
CC(=O)/C(N)=N/Nc1cccc(Cl)c1	0	-12	-17	11	8	16	-2.6	17	-1	5
COc1ccc(Cl)cc1NC(=S)N(Cc1ccc(C(=O)O)cc1)Cc1ccc(OC)c(OC)c1	-2	4	-12	-3	-7	3	-3.1	12	-16	20
Cc1onc(-c2ccccc2)c1C(=O)N/N=C/c1ccc(Br)cc1	-1	-12	2	-1	-5	46	-4.2	-2	7	1
COCCOC(=O)c1c(C)oc2ccc(O)c(CN3CCC(C)CC3)c12	0	-12	35	5	-7	6	-2.3	-35	0	-3
Fc1cccc2sc(Nc3nnc(-c4ccccc4)o3)nc12	0	-11	-3	-8	-5	-15	0.0	3	11	-2
Cc1cccc(C(=O)N/C(=C\c2ccco2)C(=O)N2CCCC2)c1	-1	-14	-2	7	-2	15	-2.3	2	-2	2
CCOC(=O)c1c(CC(C)C)csc1NC(=O)COC(=O)c1cc(OC)c(OC)cc1[N+](=O)[O-]	-4	-10	10	1	-15	-25	-0.9	-10	-1	0
Cc1nn(C)c(C)c1CN(C)C(=O)C1(C)CC1(Br)Br (configuration not stated)	-1	-2	-30	-2	-3	-4	0.3	30	-4	3
COc1cc(OC)c(C2C3=C(CCCC3=O)Nc3nc4ccccc4n32)cc1OC (configuration not stated)	-3	-5	-20	1	-1	-19	-0.3	20	11	-12
CN(Cc1ccccc1)S(=O)(=O)c1ccc(OCC(=O)NCc2ccncc2)cc1	-1	11	nt	-2	-9	-3	-0.1	nt	nt	-5
CC1CCN(C(=O)CCc2nnc3ccc(NCCCN4CCCC4=O)nn23)CC1	1	-10	-18	0	-9	-30	-0.1	18	-6	-8
CC(C)(c1ccccc1)c1ccc(OCCN2CCCC2)cc1	-2	-21	-18	31	-10	-12	-0.3	18	nt	-3
CCOC(=O)c1cc(C)n(-n2cnnc2)c1C	-3	-9	-20	4	-4	10	0.0	20	nt	4
O=C(c1cc2c(cc1Br)OCCCO2)N1CCCCC1	-3	-2	19	-1	7	16	-2.2	-19	9	8
CN(C(=O)N1CCN(S(=O)(=O)c2ccccc2)CC1)c1ccccc1	nt	6	-1	-5	-2	-10	0.5	1	-2	0
COc1cc([N+](=O)[O-])ccc1NC(=O)Cc1ccc(C)cc1	-2	-3	9	0	-5	-3	-2.4	-9	7	nt
CC(C)(C)n1ncc2c(=O)n(Cc3cccc(Cn4cnc5c(cnn5C(C)(C)C)c4=O)c3F)cnc21	-4	-4	-25	nt	0	-31	-0.6	25	-3	26
COc1ccccc1N1CCN(S(=O)(=O)c2ccc3c(c2)CC(C)N3C(C)=O)CC1 (configuration not stated)	nt	-2	-5	0	-6	0	-0.3	5	-9	5
CCCOc1ccc(C(=O)Nc2ccc(N3CCN(C(C)=O)CC3)cc2)cc1	0	-6	36	3	-4	-6	-1.1	-36	-4	5
Cc1nn(CC(=O)NCc2ccc(-n3cccn3)cc2)c(C)c1[N+](=O)[O-]	0	-16	16	-2	6	1	-2.4	-16	-12	-3
Cc1nc2ccccc2n1Cc1ccccc1Br	-7	-11	-1	0	4	-26	-1.3	1	nt	-3
O=C(CN1C(=O)NC2(CCCCCCC2)C1=O)Nc1c(Cl)cccc1Cl	-2	1	4	-2	-3	nt	-0.1	-4	7	5
COc1ccccc1-c1oc2ccccc2c1C#CC1(O)CCCCC1	-3	-6	20	nt	0	-20	0.1	-20	7	5
CC(NC(=O)NC12CC3CC(CC(C3)C1)C2)c1ccc2c(c1)OCO2 (configuration not stated)	0	5	-2	-2	-1	-2	-0.4	2	4	nt

Going on with the list:
SMILES	CAL PDZ FP-1	PvdQ acylase	SR-BI HDL uptake	NSD2 inh	dFosB act	PfHsp90 yeast 2	CAL PDZ FP-2	SR-BI uptake up	MITF TRPM1 HTS	Rtt109 Vps75
O=C(CSc1ccc2nnc(-c3ccncc3)n2n1)Nc1ccc2c(c1)OCCO2	nt	0	-12	nt	-12	-4	-1.1	12	-3	4
Cc1nn(C)c(=O)n1N(C)c1ncc(C(F)(F)F)cc1Cl	-2	-18	-30	-3	2	3	-4.5	30	3	-4
NS(=O)(=O)c1ccc(CCNc2ncnc3sccc23)cc1	0	-14	-10	-2	2	-19	-2.3	10	-13	2
O=C(NNc1nc(-c2ccccc2)cs1)c1ccc(F)cc1	-4	-11	-9	0	-4	-27	0.8	9	3	2
Cc1ccccc1CN(C)C1CCN(C)CC1	2	-14	21	3	-13	-18	-0.1	-21	7	1
Cc1ccc(S(=O)(=O)N(CC(=O)NC2CC2)c2ccc(C)c(Cl)c2)cc1	-2	-16	-27	6	-11	-6	-1.5	27	3	-9
Cn1c(=O)c2c(SCc3cccnc3)nc(CC(C)(C)C)nc2n(C)c1=O	nt	-9	2	nt	-22	-27	-13	-2	4	-5
O=C(O)CC(c1ccc(Cl)cc1)N1C(=O)CCC1=O (configuration not stated)	1	-12	nt	-6	1	-16	0.4	nt	nt	5
COc1ccc2c(c1)C(=NO)c1cc(OC)ccc1-2	2	-2	11	-2	2	-6	0.2	-11	11	-7
CC(C)CCN1CCN=C1N(C)C	-5	-10	-27	nt	-2	12	-2.5	27	3	-19
Cc1ccc(C(O)(C(=O)NNc2ccc3ccccc3n2)c2ccc(C)cc2)cc1	1&0	-18&-3	33&29	1&8	6&12	-7&-6	-2.6&0.2	-33&-29	-18&-12	0&-1
Cc1ccc(S(=O)(=O)N2C(=O)c3cccc4cccc2c34)cc1	-2	7	nt	0	-9	-16	-3.0	nt	-7	38
Oc1ccc(Cl)cc1CNCc1ccc(Cl)nc1	0	-4	-4	nt	-4	-29	-0.1	4	12	-9
CCOC(=O)C1CCCN(CCC(=O)Nc2cccc(C)c2)C1 (configuration not stated)	6	-16	-4	-3	4	18	-0.3	4	-3	-3
COC(=O)c1c(C(=O)OC)c(-c2ccccc2)n2c1CCC2	nt	10	12	2	-4	2	-0.4	-12	-5	15
Cc1cccc(/C=N/n2c(COc3ccccc3)n[nH]c2=S)c1	-5	-9	0	48	-7	-20	-1.5	0	2	7
CC1CCN(S(=O)(=O)c2ccc3ccccc3c2)CC1	-8	4	-9	0	-5	-10	-1.8	9	-8	5

Outcome played no part in choosing rows (roughly 4.3% active in at least one column).
